# pPAFAH FP inh – pPAFAH enzyme inhibitors, primary screen, biochemical, fluorescence polarization, human; 1.5% of 330,000 active; recombinant pPAFAH, FP-rhodamine probe fluorescence polarization; inhibition, % at 3.39 µM; Platelet-activating factor acetylhydrolase (Homo sapiens), Q13093; AID 463082, 2010;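 active = inhibition above the mean inhibition across the screen plus 3 SD, cut at about 25% in these data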;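 note: inhibitors block binding of the rhodamine activity-based probe so polarization drops; 0% = enzyme with DMSO and 100% = wells lacking pPAFAH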
# Target sequence (Q13093 whole entry, looked up): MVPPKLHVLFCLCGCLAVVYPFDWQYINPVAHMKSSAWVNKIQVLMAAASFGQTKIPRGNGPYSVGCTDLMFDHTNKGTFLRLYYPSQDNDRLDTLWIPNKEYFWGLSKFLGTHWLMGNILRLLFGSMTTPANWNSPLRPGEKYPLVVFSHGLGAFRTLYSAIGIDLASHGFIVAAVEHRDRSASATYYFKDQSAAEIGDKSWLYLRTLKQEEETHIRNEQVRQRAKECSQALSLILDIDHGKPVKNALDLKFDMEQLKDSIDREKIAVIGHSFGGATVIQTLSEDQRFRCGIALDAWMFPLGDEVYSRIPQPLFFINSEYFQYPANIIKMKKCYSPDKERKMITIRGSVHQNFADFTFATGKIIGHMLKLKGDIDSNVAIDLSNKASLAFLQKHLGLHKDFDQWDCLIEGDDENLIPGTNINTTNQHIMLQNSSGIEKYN
# LYPLA1 inh – LYPLA1 inhibitors, primary screen, counter-screen for PME1 inhibitor project, biochemical, fluorescence polarization, FP-Rh probe ABPP. AID 2174, 2009. recombinant LYPLA1. inhibition, % at 5.9 µM. 0.16% of 320,000 active;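 active = inhibition above the mean of all tested compounds plus 3 SD, set per campaign, cut at about 14% in these data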;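 note: inhibitors block serine hydrolase probe labeling of LYPLA1 so polarization falls; 0% = enzyme with DMSO and 100% = wells lacking LYPLA1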
# PAFAH1B3 inh – PAFAH1B3 enzyme inhibitors, primary screen, biochemical, fluorescence polarization, human. inhibition, % at 3.39 µM. recombinant PAFAH1B3, FP-rhodamine probe. 0.28% of 340,000 active;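 active = inhibition above the screen-wide average of all tested compounds plus 3 SD, cut at about 25% in these data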;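 note: 0% = enzyme with DMSO only and 100% = wells lacking PAFAH1B3 protein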
# PAFAH1B2 FP inh – PAFAH1B2 enzyme inhibitors, primary screen, biochemical, fluorescence polarization, human. 1.2% of 340,000 active. Platelet-activating factor acetylhydrolase IB subunit alpha2 (Homo sapiens), P68402. recombinant PAFAH1B2, FP-rhodamine activity probe. AID 492953, 2010. inhibition, % at 3.39 µM;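 active = inhibition above the mean of all tested compounds plus 3 SD, cut at about 24% in these data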;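 note: 0% = enzyme with DMSO and 100% = wells lacking PAFAH1B2; many of its hits are not listed in these tables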
# Target sequence (P68402 whole entry, looked up): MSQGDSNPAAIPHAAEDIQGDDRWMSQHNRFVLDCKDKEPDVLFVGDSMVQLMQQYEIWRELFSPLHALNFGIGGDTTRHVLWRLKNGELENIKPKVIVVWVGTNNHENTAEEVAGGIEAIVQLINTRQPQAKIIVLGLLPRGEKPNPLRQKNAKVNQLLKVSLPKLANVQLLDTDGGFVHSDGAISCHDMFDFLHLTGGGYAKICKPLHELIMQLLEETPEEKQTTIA
# ZTA counter – blocks Epstein-Barr virus ZTA, an EBNA-1 counter-screen. 0.15% of 320,000 active. ZTA-DNA binding, fluorescence polarization. inhibition, % at 11 µM. P03206; in the data active = inhibition above about 33%
# PAFAH2 FP inh – PAFAH2 enzyme inhibitors, primary screen, biochemical, fluorescence polarization, human; Platelet-activating factor acetylhydrolase 2, cytoplasmic (Homo sapiens), Q99487; recombinant PAFAH2, FP-rhodamine activity probe; inhibition, % at 3.39 µM; 0.99% of 340,000 active; AID 492956, 2010;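 active = inhibition above the mean over all tested compounds plus 3 SD, cut at about 30% in these data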;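 note: inhibitors block probe labeling of enzyme so polarization drops; 0% = enzyme with DMSO and 100% = wells lacking PAFAH2 protein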
# LYPLA2 counter – LYPLA2 inhibitors, primary screen, counter-screen for PME1 inhibitor project, biochemical, fluorescence polarization, FP-Rh probe ABPP. inhibition, % at 5.9 µM. Acyl-protein thioesterase 2 (Homo sapiens), O95372. recombinant LYPLA2. 0.38% of 320,000 active. AID 2177, 2009;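 active = inhibition above the screen-wide mean plus 3 SD, limit set per campaign, cut at about 26% in these data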;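 note: 0% = LYPLA2 with DMSO and 100% = wells lacking LYPLA2 enzyme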
# Target sequence (O95372 whole entry, looked up): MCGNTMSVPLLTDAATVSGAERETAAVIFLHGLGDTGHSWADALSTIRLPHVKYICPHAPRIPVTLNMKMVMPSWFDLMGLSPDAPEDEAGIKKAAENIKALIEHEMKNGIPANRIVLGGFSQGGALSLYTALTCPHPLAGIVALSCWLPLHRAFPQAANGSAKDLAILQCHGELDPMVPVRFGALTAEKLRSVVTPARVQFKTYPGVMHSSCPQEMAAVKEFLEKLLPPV
# PREPL inh – PREPL enzyme inhibitors, primary screen, biochemical, fluorescence polarization; 0.68% of 320,000 active; recombinant PREPL, fluorescence polarization activity-based probe; inhibition, % at 5.96 µM; AID 2751, 2010; Prolyl endopeptidase-like (Homo sapiens), Q4J6C6; in the data active = inhibition above about 43%;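 note: 0% = enzyme with DMSO and 100% = wells lacking enzyme; many of its hits are not listed in these tables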
# EBNA-1 inh – EBNA-1 DNA-binding inhibitors, primary screen, biochemical, fluorescence polarization. 0.34% of 300,000 active. inhibition, % at 14.8 µM; in the data active = inhibition above about 28%
# An asterisk follows results filed as active; nt = no result given.
SMILES,pPAFAH FP inh,LYPLA1 inh,PAFAH1B3 inh,PAFAH1B2 FP inh,ZTA counter,PAFAH2 FP inh,LYPLA2 counter,PREPL inh,EBNA-1 inh
Cc1cnc(C(=O)N2CCCC(C(=O)c3cccc(OC(C)C)c3)C2)cn1 (stereo unspecified),-2.9,2.1,-3.3,-4.3,-4.4,3.9,7.4,10.9,-6.4
CC(=O)c1c(C(C)=O)c(C)n(Cc2ccc3c(c2)OCO3)c1C,3.5,-3.4,-2.2,0.4,18.5,-2.8,-0.5,8.2,7.2
COc1ccc(N(C(=O)c2snc(C(N)=O)c2N)C(C(=O)NC2CCCCC2)c2ccc(C)o2)cc1 (stereo unspecified),7.8,1.6,3.1,0.2,17.0,4.7,0.3,-2.6,1.9
CC(C)CNC(=O)c1cccc(NC(=O)C(C)Oc2ccccc2)c1 (stereo unspecified),-0.7,1.8,7.5,5.6,0.1,1.7,4.4,5.5,-4.3
CN(C)S(=O)(=O)c1cc(NC(=O)CSc2nn(-c3ccc(Cl)cc3)c(=S)s2)ccc1Cl,-11.2,-31.7,-72.8,-25.4,8.8,-80.4,-46.7,-17.7,2.3
S=c1[nH]nc(-c2n[nH]c3c2CCC3)n1/N=C/C=C/c1ccccc1,5.2,1.2,nt,nt,-2.5,nt,0.5,-4.2,8.3
COc1cc(NC(=O)COc2cc(O)c3c(c2)OC(C)(C)CC3=O)cc(OC)c1OC,2.0,-0.2,7.3,0.7,3.3,3.0,2.5,14.0,-12.7
CC1(C)CC(=O)C=C(Nc2cc(-c3ccccc3)[nH]n2)C1,9.2,0.1,-4.3,4.8,-4.9,-0.6,1.8,21.2,6.9
COc1ccc(-c2coc3cc(O)ccc3c2=O)cc1OC,3.1,0.6,2.9,-3.6,16.6,-2.6,-3.5,-5.9,6.6
CCOC(=O)C(=O)Nc1ccc(OCc2ccccc2)cc1,8.1,1.2,7.8,11.7,8.5,-1.4,-6.5,11.9,-2.6
CCOC(=O)c1ccccc1NC(=O)CSc1ccccc1,1.7,-5.5,8.2,1.6,-14.7,6.7,-6.3,7.1,-6.1
CCOc1ccc(C(=O)NNC(=O)c2cc(S(=O)(=O)N3CCOCC3)ccc2Cl)cc1,2.5,-1.0,5.7,-0.5,-9.7,5.2,-7.4,11.6,nt
CN(C)c1ccc(NC(=O)CSc2nnc(-c3cccs3)n2Cc2ccco2)cc1,4.7,4.3,2.4,-3.3,25.8,2.4,2.3,7.7,10.1
Cc1cc(NC(=O)c2cncc(Br)c2)ccc1NC(=O)c1cc2ccccc2o1,6.3,0.7,6.5,1.2,2.9,4.3,0.7,5.0,5.3
COc1ccc(N(C(=O)c2csnn2)C(C(=O)NC2CCCC2)c2ccccc2)cc1 (stereo unspecified),0.8,-4.5,-1.2,0.5,-21.9,-3.4,-4.8,-8.8,-10.5
CCCCc1nc2ccccc2c(=O)n1NC(=O)c1c(O)c2cccc3c2n(c1=O)CC3,-0.9,3.2,-5.2,5.1,-17.0,-2.4,7.7,-3.7,-6.9
O=C(NC1CCN(S(=O)(=O)c2ccc(Cl)cc2)CC1)C1CCCCC1,0.0,-0.3,5.0,4.8,-3.7,-2.4,-2.5,2.8,-9.2
CC1=C(C(=O)Nc2ccc(C(=O)N3CCN(c4ccccc4F)CC3)cc2)SCCO1,17.7,-2.7,4.2,3.1,10.6,-0.6,-4.5,4.2,6.0
Cc1cnc([N+](=O)[O-])n1CCOC(=O)NC(=O)c1cccc(F)c1,-8.0,0.8,7.0,0.6,-11.6,-3.1,-1.6,10.3,-11.8
CCCCc1c(O)c2ccccc2n(CCCC)c1=O,6.4,-1.6,4.3,1.3,4.2,-3.9,-0.6,4.8,-1.1
Cc1ccc(OCCNc2ccc(C(F)(F)F)cc2[N+](=O)[O-])cc1,-0.8,1.8,-5.4,3.2,-0.1,2.1,-4.4,6.6,-2.4
O=C(CCSc1ccc(Cl)c(Cl)c1)NC12CC3CC(CC(C3)C1)C2,-8.9,-10.2,3.6,5.5,-17.6,-3.0,-10.9,9.8,-6.2
O=C(N/N=C/c1ccc(C(=O)O)cc1)C1=NNC(c2ccccc2)(c2ccccc2)C1,-0.6,1.6,1.0,-0.9,16.8,0.1,7.3,-2.3,7.0
Cc1ccc(S(=O)(=O)NNC(=O)CCC(=O)Nc2ccc(C)cc2C)cc1,3.1,-2.2,1.2,0.4,15.4,-9.2,4.2,-0.4,6.0
CCC(=O)NCCCc1nc(-c2ccccc2)no1,2.5,-2.4,4.0,-2.6,-0.1,-6.6,-1.1,5.3,-1.2
Cc1ccc(CN(C(=O)c2cccs2)C2CCS(=O)(=O)C2)cc1 (stereo unspecified),5.7,2.5,2.7,1.4,8.6,-3.7,1.4,-0.3,1.5
CCN(C(=O)CSc1ncccn1)C1CCS(=O)(=O)C1 (stereo unspecified),-0.3,1.5,-5.5,2.6,-1.2,-3.0,2.6,-0.1,1.5
Cc1c(C(=O)N(Cc2ccccc2)C(C)C)cnn1-c1ccccc1,2.0,-2.7,0.2,10.1,3.9,0.4,-0.1,1.1,-1.8
Nc1ccc(Nc2nc3ccccc3[nH]2)cc1,9.6,-7.6,25.0,6.3,17.9,15.2,5.0,41.8,-6.7
CSc1nc2ccc(NS(=O)(=O)c3ccc(Cl)s3)cc2s1,21.0,-2.2,1.6,7.5,-0.1,10.4,-4.2,-7.3,4.9
COc1cccc(-n2c(SCC(=O)NCc3ccco3)nnc2-c2c[nH]c3ccccc23)c1,8.0,-1.0,6.6,-0.6,-1.8,5.0,-1.1,-11.7,3.5
Cc1nnc(NC(=O)C2CC(=O)N(C(C)c3ccccc3)C2)s1 (stereo unspecified),3.9,2.8,2.8,3.6,-3.4,-0.7,4.0,2.6,0.1
c1csc(C2C3=C(Nc4ncnn42)c2ccccc2OC3)c1 (stereo unspecified),5.9,-0.4,3.0,1.1,9.1,7.5,3.0,-34.2,-2.4
COc1ccc(N2C(=O)CSC23C(=O)N2CCCc4cccc3c42)cc1 (stereo unspecified),-2.0,0.5,15.8,3.2,3.6,-1.3,3.0,7.0,13.9
O=C(CCN1C(=O)C2CC=C(Cl)CC2C1=O)NCc1ccco1 (stereo unspecified),5.2,2.1,10.4,-3.5,-4.6,5.6,9.8,-2.7,-0.1
Cc1ccc(S(=O)(=O)/N=C(/Nc2ccc(F)cc2F)c2ccc(F)cc2)cc1,1.0,0.1,-3.2,-0.3,0.9,7.6,-3.2,5.3,-7.6
OC(CN1CCN(Cc2ccccc2)CC1)Cn1c2ccccc2c2ccccc21 (stereo unspecified),-2.1,2.3,-0.1,0.9,1.7,1.5,0.9,14.3,13.4
CC1=C(C)CC(C(=O)N2CCN(Cc3ccccc3)CC2)C(C(=O)O)C1 (stereo unspecified),4.1,1.4,4.6,6.9,3.6,-9.2,-6.3,1.3,7.8
COc1ccc(-c2cc(C(F)F)n3ncc(C(=O)N4CCc5ccccc54)c3n2)cc1,-1.1,3.0,8.1,6.5,-16.0,-2.3,-1.0,4.0,-2.7
COc1ccc(-c2csc(N(CCCN(C)C)C(=O)c3cc(OC)c(OC)c(OC)c3)n2)cc1,-4.0,-1.3,-7.0,1.8,-9.0,-3.5,1.3,-103.2,-6.2
Cc1ccc(Nc2ncccc2C(N)=O)cc1[N+](=O)[O-],10.8,0.1,7.3,-3.9,8.2,0.9,0.7,3.2,3.0
CCOC(=O)c1sc(NC(=O)CSc2nc3ccccc3o2)c(C(=O)OCC)c1C,7.1,-1.1,-2.3,-5.1,16.2,2.8,0.5,5.3,6.8
O=C(COC(=O)c1c(Cl)cccc1Cl)NCC1CCCO1 (stereo unspecified),-5.9,-2.7,-0.3,-0.8,9.7,1.7,-1.8,-0.5,-13.9
COc1ccc(C2/C(=C(\O)c3ccc4c(c3)CC(C)O4)C(=O)C(=O)N2Cc2cccnc2)c(OC)c1 (stereo unspecified),-1.6,-0.4,4.7,8.2,4.8,0.4,-4.1,-1.0,-2.2
O=C(NCC1CCCCC1)c1cc(S(=O)(=O)N2CCCCC2)ccc1N1CCOCC1,0.4,-1.6,6.6,10.2,-9.9,4.0,2.6,18.8,-1.6
O=C(CSc1nc(=O)n(CCCN2CCOCC2)c2c1CCCC2)Nc1ccc(Cl)cc1,1.4,1.2,3.8,-3.0,-1.7,1.7,2.0,18.4,3.9
COc1ccc(-c2nnn(CC(=O)N(Cc3ccco3)C(C(=O)NCC3CCCO3)c3ccco3)n2)cc1 (stereo unspecified),4.9,-3.3,0.5,-2.1,1.8,-2.1,-0.3,-10.5,2.4
Cc1nn(C(=O)c2nn(C)cc2[N+](=O)[O-])c(C)c1Cl,0.0,2.8,4.2,2.3,8.6,4.3,-0.5,5.7,0.2
CCOC(=O)c1cc(C#N)c(N2CCN(c3ccccn3)CC2)nc1-c1ccccc1,2.8,-3.8,-2.1,2.5,-0.1,-4.5,-4.4,5.9,2.3
CCCN1C(=O)C(NC(=O)c2ccncc2)(C(F)(F)F)C2=C1CC(C)(C)CC2=O (stereo unspecified),0.0,-2.2,1.3,5.9,5.7,2.6,-1.2,0.4,-1.1
Cc1cccc(-n2cnc(C(=O)O)c2)n1,3.5,-0.5,6.3,3.3,16.5,8.1,0.5,-6.2,8.8
CCOc1ccc(CCNC(=O)COC(=O)c2cccs2)cc1OCC,6.2,-3.0,-1.0,-4.2,5.2,3.2,-0.8,3.6,7.4
CCC1(c2ccc(Cl)cc2)NC(=O)N(CC(=O)NC2(C#N)CCCCC2)C1=O (stereo unspecified),-3.1,nt,15.9,6.9,nt,3.6,nt,8.4,nt
O=C(N/N=C/c1ccc(O)cc1O)C(=O)N/N=C/c1ccc(O)cc1O,4.4,2.2,25.2,10.0,17.2,16.1,1.0,17.1,10.7
Cc1ccc(S(=O)(=O)N(C)C)cc1NC(=S)NC(=O)C12CC3CC(CC(C3)C1)C2,-1.8,-3.0,-0.2,0.3,-9.8,-5.3,1.9,-2.2,-0.2
CCN(C(=O)CCS(=O)(=O)c1cc2c(cc1Cl)NC(=O)CO2)c1ccccc1,4.6,4.0,-0.6,3.1,-13.4,2.8,4.3,-4.5,12.2
CCS(=O)(=O)N1CCCC(C(=O)NCCN(C)Cc2ccccc2)C1 (stereo unspecified),3.4,1.9,4.3,0.3,-3.1,5.3,5.3,-6.1,9.3
COc1ccc(-c2nnnn2-c2ccc(F)cc2F)cc1,-2.3,-1.0,2.0,-0.1,-23.2,-9.9,4.4,10.9,-10.3

# Looked up one by one from the entries so far, three records:
SMILES,pPAFAH FP inh,LYPLA1 inh,PAFAH1B3 inh,PAFAH1B2 FP inh,ZTA counter,PAFAH2 FP inh,LYPLA2 counter,PREPL inh,EBNA-1 inh
COc1ccc(-c2nnn(CC(=O)N(Cc3ccco3)C(C(=O)NCC3CCCO3)c3ccco3)n2)cc1 (stereo unspecified),4.9,-3.3,0.5,-2.1,1.8,-2.1,-0.3,-10.5,2.4
O=C(CSc1nc(=O)n(CCCN2CCOCC2)c2c1CCCC2)Nc1ccc(Cl)cc1,1.4,1.2,3.8,-3.0,-1.7,1.7,2.0,18.4,3.9
Cc1ccc(S(=O)(=O)N(C)C)cc1NC(=S)NC(=O)C12CC3CC(CC(C3)C1)C2,-1.8,-3.0,-0.2,0.3,-9.8,-5.3,1.9,-2.2,-0.2

# Bioassay records from PubChem.

# Some of the compounds tested; rates above refer to the full screens.
